Compound activity from PubChem BioAssay.
TDP1 cell noCPT: qHTS for Inhibitors of human tyrosyl-DNA phosphodiesterase 1 (TDP1): qHTS in cells in absence of CPT | DT40 Tdp1-/- hTDP1 cells, no CPT, ATP luminescence, 48 h | Potency, µM (series often up to 46.2 µM), for inactives: at the top dose activity change, negative = growth inhibition, actives largely listed as inhibitors | 420,000 compounds, 15% hits; further: nearly all actives have a fitted effect of over 55% in size
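Seeded 400 DT40-hTDP1 cells/well (vehicle DMSO, no 20 nM CPT); pinned compounds; ≥48 hr at 37 °C; CellTiter-Glo luminescence as viability measure.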
TDP1 block: TDP1 (human) enzyme inhibition; Q9NUW8; recombinant TDP1, AlphaScreen DNA substrate cleavage; Potency, µM (doses to about 130 µM), without a hit: at the highest dose activity change, negative = inhibition, hits mostly inhibitors; 350,000 compounds, 0.28% hits; AID 485290; further: nearly all actives have a fitted effect of over 40% in size
Target sequence (Q9NUW8 whole entry, looked up): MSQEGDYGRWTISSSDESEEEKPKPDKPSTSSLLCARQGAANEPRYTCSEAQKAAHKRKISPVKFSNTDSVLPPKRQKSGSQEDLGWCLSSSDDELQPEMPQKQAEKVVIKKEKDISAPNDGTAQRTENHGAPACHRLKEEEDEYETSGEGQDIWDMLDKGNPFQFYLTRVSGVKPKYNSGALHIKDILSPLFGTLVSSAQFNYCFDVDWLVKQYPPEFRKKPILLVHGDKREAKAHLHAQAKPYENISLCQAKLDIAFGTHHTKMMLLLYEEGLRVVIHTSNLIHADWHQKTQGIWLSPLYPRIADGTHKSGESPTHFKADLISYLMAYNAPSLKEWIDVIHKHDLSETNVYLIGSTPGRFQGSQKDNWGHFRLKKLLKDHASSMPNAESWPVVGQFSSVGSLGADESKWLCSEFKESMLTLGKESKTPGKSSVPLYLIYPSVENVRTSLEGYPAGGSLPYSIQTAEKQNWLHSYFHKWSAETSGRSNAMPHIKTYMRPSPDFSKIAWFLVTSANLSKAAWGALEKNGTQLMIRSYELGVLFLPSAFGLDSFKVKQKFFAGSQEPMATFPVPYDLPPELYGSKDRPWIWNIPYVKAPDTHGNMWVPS
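Here, a 5' biotin and 3' phosphotyrosine-FITC DNA oligonucleotide reports Tdp1 activity: intact substrate bridges AlphaScreen beads, while cleavage leaves a 3' phosphate and drops signal. All incubations at room temperature.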
N370S GC mod: inhibits or activates N370S mutant glucocerebrosidase; 330,000 compounds, 0.092% hits; Potency, µM (doses to about 59.4 µM), inactives show at the highest dose activity change, negative = inhibition, most hits filed as inhibitors; P04062; N370S GC spleen homogenate, 4MU-glucoside fluorescence;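 further: 0% = full enzyme activity and -100% = no enzyme basal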
An asterisk follows results filed as active; ? = inconclusive; nt = no result given; [ ] = another dose, or the depositor's remark. The call rests on the fitted dose curve; in most records, active means well fitted curve in the direction sought with a large enough effect; inconclusive means small, poorly fitted or top-dose-only effect, or another doubt; inactive means no such curve, though single readings can be large; an effect the other way counts as inactive or inconclusive. Unless noted, on the % scale 0 is the no-effect control and ±100 the full control effect; potency means the concentration at half of the fitted maximal effect.

item	Compound	TDP1 cell noCPT	TDP1 block	N370S GC mod
1	Cc1cccc(CCNC(=O)c2oc3c(C)c(C)ccc3c2C)n1	?	nt	8%
2	CC(NS(=O)(=O)c1ccc(Br)cc1)C(c1cccs1)N1CCN(C)CC1 (configuration not stated)	?	4%	-19%
3	CCN(CC)C(=O)CSc1nc2ccccc2n1CC(=O)N1CCN(c2ccccc2OC)CC1	-28%	5%	-2%
4	Cc1nn(C)c(C)c1NS(=O)(=O)c1cccc(Br)c1	?	3%[0.505 µM]	-11%
5	O=C(COc1ccc(Cl)cc1Cl)NN1C(=O)C2C3C=CC([C@@H]2C1=O)C31CC1 (some centres not stated)	-17%	nt	2%
6	N#Cc1cc(C#N)c(N2CCN(c3ccccn3)CC2)nc1N	22µM*	6%	-2%
7	C=Cn1cc[n+](CC(=O)c2ccc(Br)s2)c1	?	2%	-5%
8	COC(=O)Cc1coc2cc(OC)ccc12	0%	-3%	nt
9	O=C(Cn1c(CO)nc2ccccc21)Nc1cc(C(F)(F)F)ccc1N1CCOCC1	?	5%	23%
10	Cc1cc(NC(=O)CCC(=O)N(c2ccccc2)C(C(=O)NC2CCCC2)c2ccc(F)cc2)no1 (configuration not stated)	-16%	0%	-1%
11	Cc1ccc(CCNC(=O)c2cc3c(s2)-c2c(C)cccc2OC3)cc1	?	-3%	nt
12	C[C@H]1CN([C@@H](C)CO)C(=O)c2cccc(NC(=O)c3ccncc3)c2O[C@H]1CN(C)C(=O)Nc1ccccc1	?	?	nt
13	Cn1c(=O)c2c(nc(NCc3ccco3)n2Cc2ccccc2Cl)n(C)c1=O	2.1µM*	7%	3%
14	Cc1ccc2nc(SCCCCOc3ccccc3)[nH]c2c1	?	2%	-7%
15	Cc1sc2ncnc(NCC(c3ccccc3)N(C)C)c2c1C (configuration not stated)	?	-10%	-9%
16	C[C@H](CO)N1C[C@H](C)[C@@H](CN(C)S(=O)(=O)c2ccccc2)Oc2ccc(NC(=O)C3CC3)cc2C1=O	?	1%	nt
17	CCc1ccc(NC(=O)N2CCN(C(=O)C3CCCO3)CC2)cc1 (configuration not stated)	3%	4%	-13%
18	COc1ccccc1CCNC(=O)c1nccnc1C(=O)O	-2%	nt	-16%
19	CN(C)C1CCc2[nH]c3ccc(NC(=O)c4ccc(F)cc4)cc3c2C1 (configuration not stated)	nt	13%	19%
20	c1cncc(C(c2nnnn2C2CCCC2)N2CCN(Cc3ccc4c(c3)OCO4)CC2)c1 (configuration not stated)	-5%	0%	-1%
21	Cc1ccc(NC(=O)c2sc(N)nc2C)cc1	11%	nt	-2%
22	COc1ccc(NC(=O)CSc2nnc(N)n2CC(=O)Nc2ccc(OC)cc2)cc1	-10%	-4%	13%
23	Nc1cc(C(=O)OCC(=O)NNC(=O)c2ccccc2F)ccc1Cl	5%	2%	nt
24	CCc1ccc(NC(=O)CCc2c(C)nn(-c3ccc(N4CCOCC4)nn3)c2C)cc1	?	4%	9%
25	CCOC(=O)CNC(=S)N(Cc1ccccc1)Cc1cccnc1	-11%	-2%	13%
26	CCN(Cc1ccncc1)C(=O)c1cc(COc2c(F)cccc2F)on1	-30%	0%	-21%
27	COc1cccc(CS(=O)(=O)c2ccccc2)c1	nt	4%	-10%
28	CCCN(CCC)S(=O)(=O)c1ccc(C(=O)NNC(=O)c2cc(OC)c(OC)c(OC)c2)cc1	?	6%	-5%
29	CC(=O)N1CCC2(CC1)CCN(c1ccccn1)CC2	-26%	nt	5%
30	O=C(c1ccccc1)C1CCN(CC(=O)N2CCN(c3ccccc3)CC2)CC1	?	2%	-14%

Down the list, quoted from above:
N370S GC mod, compounds 21 to 30: -2%, 13%, nt, 9%, 13%, -21%, -10%, -5%, 5%, -14%
TDP1 cell noCPT, compounds 21 to 30: 11%, -10%, 5%, ?, -11%, -30%, nt, ?, -26%, ?
TDP1 block, compounds 21 to 30: nt, -4%, 2%, 4%, -2%, 0%, 4%, 6%, nt, 2%

The list continues.
item	Compound	TDP1 cell noCPT	TDP1 block	N370S GC mod
31	OCCN(CCO)CC(O)CN(c1ccccc1)c1ccccc1 (configuration not stated)	-18%	2%	-4%
32	O=C1CCC(NC(=O)c2ccccc2)C(=O)N1 (configuration not stated)	-4%	6%	2%
33	CCCC(NC(=O)c1ccco1)c1nc2ccccc2[nH]1 (configuration not stated)	-29%	4%	-2%
34	COC(=O)c1nnn(-c2nonc2N)c1CSc1ccccn1	-4%	3%	-11%
35	CC(=O)N1CCCc2ccc(NS(=O)(=O)c3ccccc3)cc21	?	nt	-15%
36	O=C(Nc1ccccc1)Nc1ccc(Oc2ncnc3cc(Cl)ccc23)nc1	14%	nt	26%
37	CC(C)=CCN1CCC2(CCc3ccccc32)CC1	21µM*	6%	-20%
38	Cc1cc(OCC(=O)Nc2ccccn2)c2c(C)c(C)c(=O)oc2c1	-8%	0%	-10%
39	CCn1c(=O)c(C(=O)NNC(=O)c2ccc(Cl)cc2Cl)c(O)c2ccccc21	?	8%	0%
40	C=C(C)CSc1nc2ccccc2c(=O)n1-c1c(C)n(C)n(-c2ccccc2)c1=O	?	?	1%
41	NC(=O)c1ccc(C(F)(F)F)n(Cc2ccccc2Cl)c1=O	-28%	1%	24%
42	CCc1nnc(NC(=O)CN2CCN(c3cccc(OC)c3)CC2)s1	-17%	5%[56.1 µM]	-2%
43	COc1ccc(NC(=O)c2ccccc2[N+](=O)[O-])cc1	-9%	1%	-2%
44	C=C(C)COc1ccc(-c2[nH]ncc2-c2ccccc2OC)c(O)c1	26µM*	6%	-2%
45	Cc1ccc(NC(=O)c2cc(C)n(-c3ccccc3)c2C)cc1	?	8%	13%
46	COc1ccc(CCNC(=O)CN(C)S(=O)(=O)c2ccc(Br)s2)cc1OC	-5%	5%	-15%
47	CN(C)CCCNC(=O)c1cc(C(=O)c2c(Cl)cccc2Cl)c[nH]1	4%	nt	-6%
48	CC(NC(=O)c1ccc2c(c1)N(Cc1ccc(Cl)cc1)C(=O)c1ccccc1S2(=O)=O)c1ccccc1 (configuration not stated)	-19%	1%	nt
49	COc1ccc(CNC(=O)C(=O)NCC(c2cccnc2)N2CCN(c3ccccc3F)CC2)cc1 (configuration not stated)	18µM*	1%	nt
50	COc1ccccc1C(=O)Nc1ccc2c(c1)CCCN2C(=O)c1ccccc1	13µM*	4%	-2%
51	COc1ccc(S(=O)(=O)N2CCC(C(=O)NC(c3nc4ccccc4[nH]3)C(C)C)CC2)cc1 (configuration not stated)	?	1%	nt
52	NS(=O)(=O)c1ccc(CCNC(=O)C2(S(=O)(=O)c3ccc(Cl)cc3)CC2)cc1	-24%	nt	-14%
53	CCn1nc(C)cc1C(=O)Sc1cccc(Br)c1	4.6µM*	-4%	2%
54	Cc1ccc2cc(CN(Cc3ccco3)C(=O)NCc3ccccc3)c(=O)[nH]c2c1C	?	5%	17%
55	Cc1nnc(SCCN2C(=O)c3ccccc3C2=O)[nH]c1=O	-2%	3%	-2%
56	COc1ccc(NC(=O)CSc2ccc3ccccc3c2)cc1S(=O)(=O)N1CCCCC1	16µM*	3%	8%
57	CC(C)c1ccc(-c2csc3nc[nH]c(=O)c23)cc1	?	nt	-14%
58	Cn1ccnc1SCC(=O)c1ccc([N+](=O)[O-])cc1	?	2%	-1%
59	O=C(Cc1cccs1)N(CC1CCCO1)C1(C(=O)NC2CCCC2)CCCCC1 (configuration not stated)	16µM*	4%	-9%
60	Cc1cc(N(C)/N=C/c2ccccc2O)nc(-c2ccccc2O)n1	4.1µM*	3%	1%
61	CN(C)CCOCCOc1ccc(Cl)cc1C(C)(C)C	?	2%	-9%
62	Cc1cc(C(F)F)n2nc(C(=O)O)nc2n1	-15%	2%	6%[2.35 µM]
63	CCn1c(CNc2ccc(F)cc2)nnc1SCC#N	7%	6%	4%
64	COc1ccc(Cn2c(C(=O)O)c(CNCc3ccc(C)o3)c3ccc(C)cc32)cc1	?	8%	nt
65	CCSc1nnc(NC(=O)COc2ccc(Cl)cc2)s1	1%	4%	5%
66	CCOC(=O)C1CCCN(c2c(Nc3ccc(OCC)cc3)c(=O)c2=O)C1 (configuration not stated)	1%	0%	25%
67	Cc1cc(C)cc(OCC(=O)N/N=C\c2cn(C)nc2C)c1	-4%	3%	5%
68	CCC(C(=O)N1CCN(c2ccc(OC)cc2)CC1)n1nc(C)n2c(cc3occc32)c1=O (configuration not stated)	18µM*	8%	nt
69	COc1cc(NC(=O)CCc2c(C)nc3nc(C)nn3c2C)cc(OC)c1	-27%	-3%	13%
70	Fc1ccc(-n2ncc3c(N4CCCCCC4)ncnc32)cc1	?	3%	nt
71	Cn1c(SCc2ccc(F)cc2Cl)nc2ccccc2c1=O	15µM*	-3%	nt
72	O=C(Nc1ccc(NC(=O)C2CC2)nc1)c1cccs1	-17%	7%	11%
73	CN=C(Nc1cc(C)nn1-c1ccccc1)c1ccccc1	-14%	0%	3%
74	O=C(COC(=O)c1cccnc1Cl)NC1CCCCCC1	-7%	0%	nt
75	Cc1ccccc1OCc1nnc(SCc2cc(=O)c3ccccc3[nH]2)n1C	15µM*	3%	nt
76	O=C(c1cnn(Cc2ccccc2)c1)N1CCN(S(=O)(=O)/C=C/c2ccccc2)CC1	?	2%	nt
77	CC(C)(C)C(=O)Nc1ccc(C(=O)NCc2cccnc2)cc1	-5%	2%	4%
78	O=C(Cc1ccc(Cl)cc1)NNC(=O)Nc1cccc2ccccc12	-4%	6%	12%
79	CCN(CC)C1=N/C(=C\c2ccc(OC)cc2)C(=O)N1c1ccccc1	?	0%	14%
80	COc1ccc(N2CCN(c3cc(C)c4ccccc4n3)CC2)cc1	?	10%	-6%

Filtered by structure: the compounds so far with a tert-butyl group.
item	Compound	TDP1 cell noCPT	TDP1 block	N370S GC mod
61	CN(C)CCOCCOc1ccc(Cl)cc1C(C)(C)C	?	2%	-9%
77	CC(C)(C)C(=O)Nc1ccc(C(=O)NCc2cccnc2)cc1	-5%	2%	4%

The list continues:
item	Compound	TDP1 cell noCPT	TDP1 block	N370S GC mod
81	CN1C(=O)COc2ccc(C(=O)c3ccccc3C(=O)O)cc21	0%	8%	-2%
82	CC1=NN(C(C#N)c2ccccc2O)C(C)(C)C1 (configuration not stated)	-1%	-1%	-1%
83	COc1ccc(CNc2nc(-c3ccccc3CN(C)C)nc3ccccc23)c(OC)c1	7.3µM*	11%[56.1 µM]	-7%
84	COC(=O)c1ccc(C(=O)OC)c(NC(=O)c2cnn3c(C(F)F)cc(-c4ccc(C)cc4)nc23)c1	1%	-1%	nt
85	CC(Nc1ccc(S(=O)(=O)N2CCN(C)CC2)cc1[N+](=O)[O-])c1ccccc1 (configuration not stated)	23µM*	1%	-9%
86	O=C(Nc1ccc(CN2CCCCC2)cc1)c1cc(Br)ccc1Cl	-18%	0%	-14%
87	O=C1[C@@H]2[C@H]3[C@H](O)[C@H](O)C/C(=N/OC[C@@H](O)COCc4ccco4)[C@H]3CC[C@H]2C(=O)N1c1ccc(F)cc1F	nt	5%[21 µM]	1%[12.8 µM]
88	COC(=O)c1ccc(C)c(NS(=O)(=O)c2cn(C)nc2C)c1	2%	-3%	1%
89	CN(C)c1ncc2nc(-c3cccs3)c(=O)n(-c3ccccc3)c2n1	24%	nt	4%
90	Cc1cc(C)cc(NC(=O)N2CCCN(Cc3c(F)cccc3Cl)CC2)c1	?	3%	-5%
91	CC1CCC(N2CCN(c3ncccn3)CC2)CC1 (configuration not stated)	-7%	2%	-4%
92	CCC(C)NC(=S)N1CCN(Cc2ccccc2)CC1 (configuration not stated)	-10%	3%	-5%
93	CC(C)CC(NC(N)=O)C(=O)NCc1ccccc1Cl (configuration not stated)	-1%	3%	5%
94	CCNC(=O)c1ccc(NC(=O)CC2SC(N3CCCCC3)=NC2=O)cc1 (configuration not stated)	5%	1%	nt
95	O=C(C1=C[C@H](c2coc3ccccc3c2=O)C[C@H](OCc2ccc(CO)cc2)O1)N1CCOCC1	-14%	4%	0%
96	CC(=O)Oc1ccc(N(C(C)=O)S(=O)(=O)c2ccc(Cl)cc2)c2ccccc12	?	nt	2%
97	CC(NC(=O)CN1CCCC1)C12CC3CC(CC(C3)C1)C2 (configuration not stated)	-20%	-5%	-15%
98	COc1ccccc1NC(=O)Cn1c(=O)n(-c2cccc(C(C)=O)c2)c(=O)c2c3c(sc21)CN(C(C)=O)CC3	3%	4%	nt
99	C=CCN1C(=O)C(O)=C(C(C)=O)C1c1ccccc1F (configuration not stated)	12%	6%	-3%
100	C/C(N)=C(/C#N)C(=O)COC(=O)c1ccccc1O	-14%	0%	-8%
101	CCc1ccc(NC(=O)Cn2ccn(-c3ccc(C)c(C)c3)c(=O)c2=O)cc1	-17%	0%	nt

Arranged by molar mass (rising): 3 of the compounds above
item	Compound	TDP1 cell noCPT	TDP1 block	N370S GC mod
91	CC1CCC(N2CCN(c3ncccn3)CC2)CC1 (configuration not stated)	-7%	2%	-4%
99	C=CCN1C(=O)C(O)=C(C(C)=O)C1c1ccccc1F (configuration not stated)	12%	6%	-3%
96	CC(=O)Oc1ccc(N(C(C)=O)S(=O)(=O)c2ccc(Cl)cc2)c2ccccc12	?	nt	2%

Not all compounds are listed (hit frequency here may not be typical).
